# MgcRacGAP inhibition: MgcRacGAP GTPase-activating activity inhibitors, confirmation, biochemical, ADP Hunter fluorescence; 340,000 tested, 0.6% active; MgcRacGAP-stimulated Rac1 GTP hydrolysis, ADP Hunter fluorescence; higher % means a stronger effect; GST-tagged Rac1 F28L mutant substrate; inhibition, % at 30 µM, or IC50 in µM where a hit was titrated;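 active means first-screen hits whose inhibition reached a set limit at any dose in the follow-up dose series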;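 further: fluorescence reports GDP produced by GAP-driven GTP hydrolysis; strong numbers were not always called active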
# * = called active by the depositor. Only part of the results is shown; the hit share may differ from the screen's.
MgcRacGAP inhibition	Molecule
8%	CCOc1ccc(NC(=O)CN2C(=O)NC(CCc3ccccc3)C2=O)cc1OCC (centres undefined)
0%	CC1CCN(C(=O)c2[nH]cnc2C(=O)N2CCN(c3ccccc3)CC2)CC1
-5%	O=C(Nc1ccc(Cl)cc1)c1nc[nH]c1C(=O)N1CCc2ccccc2C1
5%	COCCN(Cc1nnc(-c2cccs2)o1)C(=O)c1cccc(S(=O)(=O)N2CCOCC2)c1
0%	O=C(COC(=O)CCc1c[nH]c2ccccc12)Nc1ccccc1C(F)(F)F
7%	Cc1ccc(S(=O)(=O)N2C[C@@H]3[C@H]4CC[C@H](C4)[C@@H]3[C@@H](C)[C@@H]2c2cccn2Cc2ccccc2)cc1
2%	COc1cccc2c1cc1c(=O)n(CC(=O)N3CCN(c4cccc(C)c4C)CC3)nc(C)n12
10%	COc1ccc(CCC(=O)NNC(=O)c2ccccn2)cc1OC
1%	CSCc1c(C(=O)OCC(=O)NC2CCCCC2)oc2ccccc12
11%	CC(=O)c1c(C)[nH]c(C(=O)OCC(=O)c2ccc3c(c2)NC(=O)CO3)c1C
5%	Cc1ccc(C(=O)OCC(=O)NCCc2ccc(F)cc2)cc1S(=O)(=O)N1CCOCC1
5%	CCOC(=O)N1CCN(C(=O)c2cccc(S(=O)(=O)Nc3ccc(F)cc3)c2)CC1
1%	C[C@]12CC[C@H](O)CC1=C[C@H](O)C1C2CC[C@@]2(C)C1CC[C@@]2(O)C#Cc1ccc(CN)cc1 (some centres undefined)
9%	COc1cc2cc(CCOC(=O)N3CCCCC3)oc(=O)c2cc1OC
7%	Cc1c(C(=O)NCc2ccccc2CN2CCCC2)oc2ccccc12
5%	CCOc1ccc(S(=O)(=O)Nc2ccc(C(=O)NCC(c3ccc(OC)cc3)N3CCOCC3)cc2)cc1 (centres undefined)
14%	CN(CC(=O)Nc1ccccc1Cl)C(=O)COC(=O)c1ccc(-c2ccc(O)cc2)cc1
12%	O=C1CCC[C@@H]2Cc3nc4ccc(O)cc4cc3[C@@H]3CCN1[C@H]23
12%	O=C1NC(Cc2ccc(O)cc2)c2nc3ccc(Cl)cc3c(=O)n2-c2cc3ccccc3cc21 (centres undefined)
6%	COc1ccc([C@H]2C(C(=O)O)=C[C@@H](CC3CCCC3)N2S(=O)(=O)c2ccc(C)cc2)cc1OC
5%	O=C(CCOc1cccc(Br)c1)NNC(=O)COc1ccc(F)cc1
4%	Cc1ccc(C2(SCC(N)C(=O)O)c3ccccc3-c3ccccc32)cc1 (centres undefined)
1%	COc1cccc(C2=CC(=O)C[C@H](c3ccc(Cl)cc3)C2)c1OC
3%	CC1CN(C(=O)COC(=O)c2cc3ccccc3cc2O)CC(C)O1 (centres undefined)
5%	O=C(O)c1cccc(S(=O)(=O)Nc2ccc(Oc3ccccc3)cc2)c1

# Next section:
MgcRacGAP inhibition	Molecule
5%	CN(C)C(=O)C(Sc1ccc(S(=O)(=O)N2CCCC2)cn1)c1ccccc1 (centres undefined)
5%	O=C(COC(=O)Cc1ccsc1)Nc1cccc(F)c1
6%	CN(C(=O)c1ccc(NC(=O)C2CCN(C(=O)OC(C)(C)C)CC2)cc1)C1CCC1
4%	CC(C)(C)OC(=O)N[C@H](/C=C/c1ccccc1)C(=O)OC(C)(C)C
4%	CC(C)Oc1ccc(S(=O)(=O)N2CCCCC2)cc1NC(=O)C1CCCC1
15%	Cc1ccc(S(=O)(=O)N2CCCN(C(=O)c3ccc(-n4nccc4C)cc3)CC2)cc1
11%	C=CCC[C@@H](Cc1ccc(F)cc1)C(=O)OC[C@@H](Cc1c[nH]c2ccccc12)NC(=O)[C@@H](CC=C)CC(=O)N(CCO)Cc1ccccc1
-2%	O=C(Nc1ccccn1)C1CCN(S(=O)(=O)c2ccc3ccccc3c2)CC1
5%	Cc1ccnc(N2CCN(c3cc(C)c(C#N)c4nc5ccccc5n34)CC2)c1
10%	O=C(OC1CCOC1=O)c1ccc(Cl)c(S(=O)(=O)N2CCOCC2)c1 (centres undefined)
5%	CC(C)(C)c1ccc(O)c(O)c1
4%	CN(C(=O)Cn1cnc2sccc2c1=O)C1CCCCC1
8%	N#Cc1c(-c2ccc(Cl)cc2)c(-c2ccc(Cl)cc2)nn(CCOC(=O)CCC(=O)O)c1=O
10%	Cc1ccc(C(=O)N2[C@@H]3CN(C)C(=O)[C@@]2(C)[C@H]2C(=O)N(Cc4ccccc4)C(=O)[C@@H]32)cc1
8%	CC(C)(C)OC(=O)C[C@@H]1C/C=C\C[C@H](CC(=O)NCCO)C(=O)NC[C@H](c2ccccc2)OC1=O
2%	Cc1cc(NC(=O)COC(=O)c2ccc([N+](=O)[O-])cc2Cl)no1
1%	CC(=O)Nc1ccc(S(=O)(=O)NCCC(=O)OCC(=O)c2cccc(Br)c2)cc1
3%	COc1ccccc1OCCNC(=O)C1CC(=O)N(Cc2ccccc2)C1 (centres undefined)
6%	CCOC(=O)c1c(C)[nH]c(C)c1C(=O)COC(=O)c1nn(CC)c(=O)c2ccccc12
3%	Cc1ccc(C(=O)NC(C)CCc2ccccc2)cc1S(=O)(=O)N1CCOCC1 (centres undefined)
5%	Cc1noc(C)c1COc1cccc(C(=O)Nc2ccccc2)c1
4%	CCOc1cc(N2CCOCC2)c(OCC)cc1NC(=O)C1CC(=O)N(c2ccccc2OCC)C1 (centres undefined)
4%	C[C@H](CO)N1C[C@H](C)[C@@H](CN(C)S(=O)(=O)c2ccccc2)Oc2c(NS(=O)(=O)c3ccc(F)cc3)cccc2C1=O
6%	Cc1n[nH]c(=O)c2c(NC(=O)CSc3nncn3C(C)C)oc(C)c12
4%	Cc1noc(C)c1S(=O)(=O)N(C)C[C@H]1Oc2ccc(NS(=O)(=O)c3ccccc3)cc2C(=O)N([C@H](C)CO)C[C@@H]1C

# Among those listed so far, two have a cyano group.
MgcRacGAP inhibition	Molecule
5%	Cc1ccnc(N2CCN(c3cc(C)c(C#N)c4nc5ccccc5n34)CC2)c1
8%	N#Cc1c(-c2ccc(Cl)cc2)c(-c2ccc(Cl)cc2)nn(CCOC(=O)CCC(=O)O)c1=O

# (further entries)
MgcRacGAP inhibition	Molecule
4%	CCCn1c(N)c(C(=O)CN(C)CC(=O)Nc2ccccc2C(F)(F)F)c(=O)[nH]c1=O
7%	O=C(NC1CC1)c1ccc(NC(=O)C2CCCC2)cc1
7%	CCOC(=O)C(=O)Nc1ccc(S(=O)(=O)Nc2nccc(C)n2)cc1
6%	O=C(Nc1ccc2c(c1)OCCO2)C1CCCC1
3%	O=C(N/C(=C/c1ccccc1Cl)C(=O)N1CCOCC1)c1ccccc1
4%	Cn1c(SCC(=O)Nc2ccc3c(c2)OCCO3)nnc1C(F)(F)F
11%	CC(=O)Nc1ccc2c(c1)-c1ccc(F)cc1C2=O
6%	CC(C)c1nc2sc3c(SCCN(C)C)ncnc3c2c2c1CCC2
14%	O=C(NC1CCCCC1)c1ccc2ccccc2c1O
3%	CCOC(=O)C1=C(C)OC(=CC=Cc2ccccc2)C1=O
7%	CCCCC[C@H](O)/C=C/C1C(=O)C=C[C@H]1C/C=C\CCCC(=O)OC (some centres undefined)
11%	COc1cc(OC)c2c(-c3cccc(-c4ccc(OC)c(F)c4)c3)cc(=O)oc2c1
2%	O=C(COC(=O)/C=C/c1ccccc1)NC1CCCC1
5%	Cc1ccc(NC(=O)CCCc2nc3ccccc3c(=O)[nH]2)c(Cl)c1
1%	Cc1ccc(NC(=O)C2COc3ccccc3O2)cc1S(=O)(=O)N1CCOCC1 (centres undefined)
0%	O=C(COC(=O)/C=C/c1cc(Br)ccc1F)NC1CC1
7%	CCOC(=O)[C@@H]1[C@H]2COc3cc(OC)ccc3[C@H]2N2C(=O)N(c3ccc(C)cc3)C(=O)[C@]12C
3%	CC(=O)c1cccc(NC(=O)C(C)OC(=O)c2cc(C)oc2C)c1 (centres undefined)
19%	C[C@H]1CN([C@@H](C)CO)C(=O)c2cc(Br)cnc2O[C@H]1CN(C)C(=O)c1cnccn1
6%	C[C@H](CO)N1C[C@H](C)[C@@H](CN(C)C(=O)Nc2ccc(C(F)(F)F)cc2)Oc2c(NC(=O)Cc3ccccc3)cccc2C1=O
3%	Cn1c(N)c(C(=O)COC(=O)c2cc(S(=O)(=O)NCc3ccccc3)ccc2O)c(=O)n(C)c1=O
9%	CCOC(=O)N1CCN(C(=O)CSc2ncnc3sccc23)CC1
1%	CC(=O)C1(C)C(=O)N(c2ccc(F)cc2)C(=O)N1c1ccc(F)cc1 (centres undefined)
5%	CCN(CC(=O)Nc1c(F)cccc1F)C(=O)CCCSc1nc2ccccc2[nH]1
5%	COC(=O)[C@H](Cc1ccccc1)NC(=O)[C@@H](N)CC(=O)OCc1ccccc1

# For reference, 2 of the compounds above.
MgcRacGAP inhibition	Molecule
8%	CCOc1ccc(NC(=O)CN2C(=O)NC(CCc3ccccc3)C2=O)cc1OCC (centres undefined)
0%	CC1CCN(C(=O)c2[nH]cnc2C(=O)N2CCN(c3ccccc3)CC2)CC1

# (further entries)
MgcRacGAP inhibition	Molecule
3%	O=C(COC(=O)c1ccccc1O)NC12CC3CC(CC(C3)C1)C2
7%	O=C(NCCCN1CCOCC1)c1cc(-c2ccc(F)cc2)nc2ccccc12
0%	COc1ccc(C)cc1NC(=O)C1CCCN1S(=O)(=O)c1ccccc1F (centres undefined)
0%	Cc1ccc(S(=O)(=O)NCCC(=O)NC2CCCCC2C)cc1 (centres undefined)
5%	Fc1ccc2nncc(SCc3ccccc3Cl)c2c1
3%	O=C(c1cccc(S(=O)(=O)Nc2ccc(F)cc2)c1)N1CCOCC1
5%	CN(C)CCOC1(Cc2ccc(F)cc2)CCC(C(C)(C)C)CC1 (centres undefined)
7%	CC(=O)c1ccc(-c2cccc(-c3cc(=O)oc4ccc(C(C)(C)C)cc34)c2)cc1
6%	Cc1ccc(NC(=O)COc2ccccc2C(N)=O)cc1S(=O)(=O)N1CCCCCC1
7%	Cn1cccc1C(=O)NNC(=O)COc1ccccc1Cl
2%	CCCN(Cc1nnc(-c2cccs2)o1)C(=O)CN1C(=O)NC2(CCC(C)CC2)C1=O (centres undefined)
1%	O=C(c1cc2nc(-c3ccccc3)cc(C(F)(F)F)n2n1)N1CCCC1
9%	CCC(=O)NC(c1cc(Cl)c2cccnc2c1O)C(C)C (centres undefined)
6%	O=c1[nH]cc(CN2CCOCC2)c(=O)[nH]1
4%	COc1ccc(NC(=O)CN(C)C(=O)C2CSC3(C)CCC(=O)N23)cc1 (centres undefined)
5%	COc1cc(Cl)c(CNC[C@H]2O[C@@H](n3ccc(=O)[nH]c3=O)[C@H](O)[C@@H]2O)c(Cl)c1O
1%	COc1ccc(S(=O)(=O)N2CCOCC2)cc1NC(=O)CN1C(=O)NC2(CCCC2)C1=O
4%	NS(=O)(=O)c1cccc(NC(=O)c2cccc(S(=O)(=O)N3CCCCCC3)c2)c1
3%	Cc1cc(C(=O)OCC(=O)NCCN2C(=O)CSC2=O)ccc1[N+](=O)[O-]
9%	O=C(CCN1CCCCO1)NC1CCCc2c1cnn2-c1ccc(F)cc1F (centres undefined)
2%	CC1C(=O)N(Cc2cn(CC3CCCCC3)nn2)CCS(=O)(=O)N1Cc1ccc(-c2ccncc2)cc1 (centres undefined)
5%	O=C(Nc1cc(S(=O)(=O)N2CCOCC2)ccc1OCC(F)(F)F)C1CCCC1
10%	COc1ccc(NC(=O)N(C)C[C@@H]2OCc3cnnn3CCCC(=O)N([C@H](C)CO)C[C@H]2C)cc1
0%	CC(C)[C@H](NC(=O)c1ccccc1F)C(=O)NC1CCCCCCC1
1%	COc1ccccc1C(O)(c1ccccc1)c1ccccc1OC

# New compounds follow:
MgcRacGAP inhibition	Molecule
6%	C[C@H](CO)N1C[C@H](C)[C@@H](CN(C)S(=O)(=O)c2ccc(F)cc2)Oc2ccc(NC(=O)NC3CCCCC3)cc2C1=O
5%	Cc1nn(C2CC(O)C(O)C(CO)O2)c(=O)[nH]c1=O (centres undefined)
4%	COc1cc(C=CC(=O)c2cc(OC)c(OC)c(OC)c2)cc(OC)c1OC
5%	COc1ccc(C2(c3ccc(OC)cc3)NC(=O)N(CC(=O)NC3CCS(=O)(=O)C3)C2=O)cc1 (centres undefined)
12%	C#CCOCCOCCOCCNc1nc(N2CCN(C(=O)C([C@@H](C)O)n3cc([C@@H](N)CCCCN)nn3)CC2)nc(N2CCN(C(=O)[C@H](CC(N)=O)n3cc(C(N)[C@@H](C)CC)nn3)CC2)n1 (some centres undefined)
6%	CC(C)[C@H](NS(=O)(=O)c1ccccc1)C(=O)OCC(=O)Nc1cccc(S(N)(=O)=O)c1
10%	NC(N)=N/N=C(\N=Nc1ccccc1)c1cccc2cccnc12
3%	Nc1c(Cl)ncnc1Nc1ccc(C(=O)O)cc1
-5%	CCn1c(C)cc(C(=O)COC(=O)c2cccnc2SC)c1C
11%	C[C@]12c3[nH]c4cc(-c5ccco5)ccc4c3CCN1C(=O)[C@@H](CC(=O)NCc1cccc(C(F)(F)F)c1)C[C@@H]2C(=O)N1CCCCC1
3%	Cc1ccc(S(=O)(=O)/N=C(/Nc2ccccc2C)c2ccccc2)cc1
4%	COc1ccc(CCN2C(=O)C=CC2=O)cc1OC

# Exported as comma-separated lines: part of the list above
smiles,MgcRacGAP inhibition
Nc1c(Cl)ncnc1Nc1ccc(C(=O)O)cc1,3%
CCn1c(C)cc(C(=O)COC(=O)c2cccnc2SC)c1C,-5%

# In the list so far, 4 have bromine:
MgcRacGAP inhibition	Molecule
5%	O=C(CCOc1cccc(Br)c1)NNC(=O)COc1ccc(F)cc1
1%	CC(=O)Nc1ccc(S(=O)(=O)NCCC(=O)OCC(=O)c2cccc(Br)c2)cc1
0%	O=C(COC(=O)/C=C/c1cc(Br)ccc1F)NC1CC1
19%	C[C@H]1CN([C@@H](C)CO)C(=O)c2cc(Br)cnc2O[C@H]1CN(C)C(=O)c1cnccn1
